Assay outcomes: PubChem BioAssay, several laboratories
NS3 helicase inh – HCV NS3 helicase inhibition. NS3 helicase DNA unwinding, Cy5 molecular beacon fluorescence. inhibition, % at 10.9 µM. 290,000 tested, 0.56% active. AID 1800;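 active means inhibition above the mean of all tested compounds plus 3 SD, set per campaign, cut at about 35% in these data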;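 further: 0% = DMSO wells and 100% = thioflavine S control wells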
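Assay system: hepatitis C virus NS3 helicase domain fragment enzyme. Also added: annealed dual-labelled DNA beacon duplex, ATP-started. Timing: 1 h reaction at 25 °C, ATP-initiated. Technique: Cy5 fluorescence at 0 and 60 min, beacon hairpin quenching. Evaluation: % inhibition of unwinding. Replication: one well per compound.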
MEKK2mut PB1 HTS – signal of MEK5 binding to mutant human MEKK2 PB1 domain; bead flow cytometry, Alexa488-MEK5 binding to MEKK2 mutant; percent response, % at 10 µM; 290,000 tested, 0.35% active; in the data active means percent response above about 24%, passing the limit was not always enough; further: inactives centre near 1; some results filed as inactive read as strong as hits; reference of the scale not given here
CRFBP-R2 block – blocks CRF-induced signaling of the CRF-BP/CRF-R2 complex; 350,000 tested, 0.59% active; inhibition, % at 11.8 µM; HEK293 CRF-R2/CRF-BP, CRF-induced calcium fluorescence; AID 588475;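 active means inhibition of the ligand-induced calcium signal above about 50% at the single tested concentration, limit read from the data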
MEKK3 PB1 HTS – MEKK3-MEK5 PB1 interaction, increase or decrease. Q99759. bead-based flow cytometry, Alexa488-MEK5 binding to MEKK3; actives lie on both sides; 0 = blocked by unlabeled MEK5, 100 = vehicle. binding response (% of control), % at 10 µM. 290,000 tested, 1.4% active;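 active means binding response more than 3 SD above or below the average of its plate-row segment, actives on both sides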;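 further: Alexa488 bead fluorescence after subtracting the streptavidin-only scavenger bead signal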
SUMO HTRF inh – blocks human SUMOylation mediated by UBC9; P63279; HTRF SUMOylation assay, SAE1/SAE2 + UBC9, in vitro; inhibition, % at 35 µM; 290,000 tested, 0.36% active; AID 2006; in the data active means inhibition above about 50%, passing the limit was not always enough; further: strong numbers were not always called active
Target sequence (P63279 whole entry, looked up): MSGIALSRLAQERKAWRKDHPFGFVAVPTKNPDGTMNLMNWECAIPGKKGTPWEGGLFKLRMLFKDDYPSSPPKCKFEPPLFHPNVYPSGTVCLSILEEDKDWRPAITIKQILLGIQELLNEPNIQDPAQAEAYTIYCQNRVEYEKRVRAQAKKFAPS
GalR3 antagonist – antagonists of human GalR3; 360,000 tested, 0.44% active; HEK293 GalR3-CNG cAMP membrane potential fluorescence; galR3 body fused to GalR1 C-terminus; inhibition, % at 3 µM; O60755; AID 651719;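 active means inhibition above the screen-wide average plus 3 SD, cut at about 13% in these data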;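 further: forskolin and galanin both at EC90 stimulate the cells; cAMP rise reported by CNG channel membrane potential dye signal; 0% = forskolin plus galanin with DMSO and 100% = forskolin alone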
Target sequence (O60755 1-299 limits assumed): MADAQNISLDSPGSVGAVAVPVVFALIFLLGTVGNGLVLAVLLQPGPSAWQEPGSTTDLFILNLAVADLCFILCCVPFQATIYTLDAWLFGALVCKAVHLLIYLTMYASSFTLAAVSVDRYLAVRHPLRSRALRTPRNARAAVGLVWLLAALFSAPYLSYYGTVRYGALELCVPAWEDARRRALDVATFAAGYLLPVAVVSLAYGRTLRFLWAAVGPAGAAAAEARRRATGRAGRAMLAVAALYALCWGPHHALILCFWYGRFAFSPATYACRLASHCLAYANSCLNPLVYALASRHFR
MEKK2wt PB1 HTS – raises or lowers MEK5 binding to wildtype human MEKK2 PB1 domain; Q9Y2U5; bead flow cytometry, Alexa488-MEK5 binding to MEKK2 WT; actives lie on both sides; binding response (% of control), % at 10 µM; 290,000 tested, 1.1% active; AID 1531; in the data active means binding response below about 67% or above about 130%
CRFBP-R2 agonist – CRF-BP/CRF-R2 complex agonism | HEK293 CRF-R2/CRF-BP, calcium dye fluorescence (FLIPR); percent of saturating CRF peptide response | activation, % at 13.2 µM | 350,000 tested, 0.46% active | AID 588473;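 active means activation of at least 50%, plus an integration ratio under a set limit after plate pattern correction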;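 further: plate controls were neutral control wells without compound for no effect and CRF at EC100 for full effect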
FID counter – counter-screen for HCV NS3 helicase inhibitors: DNA intercalator displacement; DNA fluorescent intercalator displacement, fluorescence; inhibition, % at 7.9 µM; 290,000 tested, 0.17% active; AID 1845; in the data active means inhibition above about 37%;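 further: 0% = vehicle and 100% = reference compound; higher means more ethidium bromide displaced from hairpin DNA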
An asterisk follows results filed as active; nt = not tested or not shown.

structure,NS3 helicase inh,MEKK3 PB1 HTS,GalR3 antagonist,CRFBP-R2 agonist,FID counter,MEKK2wt PB1 HTS,SUMO HTRF inh,MEKK2mut PB1 HTS,CRFBP-R2 block
Cc1onc(-c2c(F)cccc2Cl)c1C(N)=S,-2,94,6,7.6,-10,91,11,-3,-2
Cc1nn(Cc2ccc(Cl)cc2Cl)c(C)c1NC(=O)c1sc2ccccc2c1Cl,-1,97,0,3.1,-10,104,13,2,-6
COc1ccc(OC)c(S(=O)(=O)N2CCc3ccccc32)c1,-9,103,-10,0.8,-14,107,4,5,-4
CC(C)(C)c1ccc(Oc2ncccc2NC(=O)c2cccs2)cc1,-14,103,-7,2.4,-30,97,2,1,-43
CC1=CC(C2CC(=O)N(c3ccccc3C)C2=O)CC2C(=O)N(c3ccccc3C)C(=O)C12 (centres undefined),-7,93,-6,0.3,-31,95,-6,-3,15
CNC(=S)N(C)[C@H]1c2c(ccc3ccccc23)OC[C@H]1CO,-5,102,-4,-0.1,-4,98,-1,-3,17
CCC(C)NC(=O)c1ccc2nc(-c3ccc(OC)c(OC)c3)c(-c3ccc(OC)c(OC)c3)nc2c1 (centres undefined),-6,105,-12,-1.7,-47,100,-2,3,9
O=C(c1cnn(-c2cccc(F)c2)c1)c1ccccc1O,2,105,-8,0.3,-7,107,-7,3,-2
CCN(CC)S(=O)(=O)c1cccc(-c2n[nH]c(=S)n2/N=C/c2ccc(Br)cc2)c1,-2,114,-4,-2.4,-9,106,5,3,-22
CC1CCCN(C(C(=O)Nc2ccc3c(c2)OCO3)c2ccccc2)C1 (centres undefined),nt,113,8,-0.1,nt,113,4,13,12
Fc1ccc(C(CCNCc2ccccn2)c2ccc(Cl)cc2)cc1 (centres undefined),-44,103,nt,3.1,22,121,14,15,-38
O=C(Cc1ccccc1[N+](=O)[O-])N1CCc2ccccc2C1,0,98,-1,1.1,-8,86,8,-10,-6
CCC(C)N1CC(=O)N2C(c3ccc(OC)cc3OC)c3[nH]c4ccccc4c3C[C@H]2C1=O (some centres undefined),-16,105,-9,-3.3,-26,107,-2,3,-25
COC(=O)NC1CSCC1OC(=O)c1ccc(Br)cc1 (centres undefined),-3,104,-3,-2.1,-7,106,-4,3,-5
COc1ccc(NC(=O)c2cccc(Oc3ccccc3)c2)cn1,-10,104,-6,0.4,-20,100,5,0,7
COc1ccc(C(=O)COc2ccccc2C(=O)Nc2ccccc2)cc1,-13,105,-7,2.5,-2,103,24,1,-11
COc1ccc(OC)c(NC(=O)C2CC(=O)N(c3ccc(Br)cc3)C2)c1 (centres undefined),-10,106,0,1.0,-10,107,1,11,-2
COc1cccc(/C=N/n2c(-c3cc(C)[nH]n3)n[nH]c2=S)c1O,4,101,-5,-1.0,-1,97,13,1,-2
CC(C)CCN1CC(=O)N2Cc3[nH]c4ccccc4c3C[C@H]2C1=O,5,107,-8,1.9,-29,105,-2,11,-17
CC(C)(C)Nc1c2ccccc2nc2ccccc12,10,94,-10,1.3,1,96,-7,-1,10

Single values from the entries so far.
Fc1ccc(C(CCNCc2ccccn2)c2ccc(Cl)cc2)cc1 (centres undefined) | FID counter: 22
COC(=O)NC1CSCC1OC(=O)c1ccc(Br)cc1 (centres undefined) | FID counter: -7

(list continues)
structure,NS3 helicase inh,MEKK3 PB1 HTS,GalR3 antagonist,CRFBP-R2 agonist,FID counter,MEKK2wt PB1 HTS,SUMO HTRF inh,MEKK2mut PB1 HTS,CRFBP-R2 block
COc1ccc(CC(=O)O/N=C(\N)Cc2cccc3ccccc23)cc1OC,-7,91,-4,0.8,-24,91,-16,4,21
COC(=O)c1cc2sc(Cl)cc2n1CC(=O)NCCC(C)C,-7,95,-1,0.3,0,89,12,-3,16
O=C(NCCCN1CCOCC1)c1cc(-c2ccc(Cl)c(Cl)c2)on1,-32,101,-8,-0.4,9,109,0,0,10
C/C(=N\NC(=S)NCCc1ccccc1)c1cccs1,0,105,-2,12,-14,103,-16,-1,-16
CCn1c(=O)c(=O)[nH]c2cc(C(=O)NC3CCCc4ccccc43)ccc21 (centres undefined),-1,99,-5,-1.0,-13,95,22,5,1
Cc1nc2ccccn2c1C(=O)NC1CCCC1,-1,84,-2,4.4,0,86,22,-3,2
O=C(Nc1ccc(F)cc1)C(c1ccccc1)N1CCN(C(=O)c2ccco2)CC1 (centres undefined),-4,95,1,-2.2,-22,94,6,-5,0
Cc1ccc(-n2cc(CN3CCCN(C=O)CC3)c(-c3ccc(F)cc3)n2)cc1,-31,106,-3,-0.8,4,94,5,-10,-36
COc1cc(C(=O)N2CCCC(c3nc(-c4cccs4)no3)C2)cc(OC)c1OC (centres undefined),-4,97,-5,-3.3,-32,99,-2,1,-15
CCOc1ccc(/C=N/NC(=O)c2cc3ccccc3cc2OC)cc1,-4,104,-2,-0.4,-38,99,5,-1,15
CCOc1ccc(OCC)c(S(=O)(=O)NCCOC23CC4CC(CC(C4)C2)C3)c1,-11,105,-5,-1.7,-19,100,-11,0,20
C/C(=C\c1ccccc1)CN1CCN(c2ccccc2)CC1,-2,101,5,-1.3,3,107,1,6,29
O=C(NCc1csc(-c2cccs2)n1)C1CC1,8,92,-3,-0.1,-1,96,21,-6,4
Cc1nn(-c2ccccc2)c(Cl)c1/C=N\NC(=O)c1cnccn1,0,99,-7,-0.7,-6,98,6,-2,-4
O=C1CC(c2c[nH]c3ccccc23)C(=O)N1 (centres undefined),-1,106,-4,0.6,-2,105,-3,4,12
Cc1ccc(S(=O)(=O)N2CCCCC2C(=O)N2CCN(c3ccccc3F)CC2)cc1 (centres undefined),-5,100,-1,-0.2,-9,94,-9,-1,12
COc1nc(-c2cccc([N+](=O)[O-])c2)nc2ccccc12,-6,102,-2,0.3,-2,100,7,-2,-8
COc1ccc(NC(=O)CSc2ccccc2)c(OC)c1,1,105,-1,-1.2,-15,99,15,3,10
O=C(NC1CC1)C1=C[C@@H](C2CCCCC2)C[C@@H](OCCCCO)O1,10,102,-2,-2.3,-28,104,2,4,9
Cc1nc2nc[nH]n2c(=O)c1NC(=O)c1cccc(OCC(C)C)c1,1,93,0,2.6,-8,101,4,-8,9
Cc1nn(-c2c(Cl)cc(Cl)cc2Cl)c(=O)c2ccccc12,1,111,0,1.1,-14,113,15,8,-18
COc1ccc(CCNC(=O)CN2C(=O)c3ccccc3C2=O)cc1,4,98,5,-0.1,0,98,9,1,3
COc1ccccc1-n1c(C)cc(C=O)c1C,6,102,-1,1.4,-6,98,7,0,-8
CCn1cc(C(=O)OCC(=O)c2ccccc2)c(=O)c2ccc(C)nc21,14,104,-5,-0.7,-28,108,-8,8,5
CC1=CC(c2ccccc2)n2nc(NC(=O)CCCC(=O)O)nc2N1 (centres undefined),11,106,-10,0.5,-8,104,10,2,-2
CCOC(=O)C1CCCCN1Cc1cccc(F)c1 (centres undefined),0,102,0,-1.7,2,100,-15,-1,8
Cc1ccc(NC(=O)[C@@]2(CC(=O)O)CC(/C=C/c3ccccc3)=NO2)c(C)c1,-1,97,-9,-2.4,-30,102,-4,-2,8
O=C1c2ccsc2SCCN1Cc1ccc(Cl)cc1,3,103,1,0.6,-13,106,-6,3,14
O=C(NCc1ccc(F)cc1)c1c2c(nc3ccccc13)CCN(Cc1ccccc1)C2,-11,99,-3,4.2,4,112,16,19,11
CC(C)[C@H](NC(=O)c1ccccc1)C(=O)OCC(=O)N1CC(=O)Nc2ccccc21,4,98,-11,0.2,-7,100,-8,-2,2

Complete entries, looked up by structure:
Results for Cc1onc(-c2c(F)cccc2Cl)c1C(N)=S : NS3 helicase inh = -2; MEKK3 PB1 HTS = 94; GalR3 antagonist = 6; CRFBP-R2 agonist = 7.6; FID counter = -10; MEKK2wt PB1 HTS = 91; SUMO HTRF inh = 11; MEKK2mut PB1 HTS = -3; CRFBP-R2 block = -2
Results for COc1cc(C(=O)N2CCCC(c3nc(-c4cccs4)no3)C2)cc(OC)c1OC (centres undefined) : NS3 helicase inh = -4; MEKK3 PB1 HTS = 97; GalR3 antagonist = -5; CRFBP-R2 agonist = -3.3; FID counter = -32; MEKK2wt PB1 HTS = 99; SUMO HTRF inh = -2; MEKK2mut PB1 HTS = 1; CRFBP-R2 block = -15

Going on with the list:
structure,NS3 helicase inh,MEKK3 PB1 HTS,GalR3 antagonist,CRFBP-R2 agonist,FID counter,MEKK2wt PB1 HTS,SUMO HTRF inh,MEKK2mut PB1 HTS,CRFBP-R2 block
Cc1ccc(NC(=O)C2=CCN(S(=O)(=O)c3ccc(F)cc3)CC2)c(C)c1,-14,87,4,-0.7,-4,89,-3,-7,11
CCn1ccnc1CN(C)C(=O)CC1C(=O)NCCN1Cc1c(F)cccc1Cl (centres undefined),-10,78,-5,0.0,-6,80,1,-17,-24
Cc1ccc(-c2cc(C(=O)NN=C3CCCC3)c3ccccc3n2)cc1,-9,100,1,-0.5,-5,102,3,0,-2
COc1ccc(-c2cnc(N)nc2-c2ccc(OC)cc2O)cc1,-11,104,-3,0.0,-8,103,3,-1,-20
CCCC(C(=O)NCc1ccco1)N(Cc1ccco1)C(=O)CNS(=O)(=O)c1ccccc1 (centres undefined),6,98,-5,-1.1,-35,99,8,-2,3
CCc1ccc(NC(=S)Nc2cccc(OC)c2)cc1,-9,107,0,0.6,-1,107,-18,7,-1
O=[N+]([O-])c1ccc(COc2ccc(Br)cc2CN2CCOCC2)cc1,-4,101,-6,0.6,2,102,3,-2,-18
O=C(CCS(=O)(=O)Cc1ccccc1)N1CCN(c2ccccc2)CC1,9,100,-9,0.1,-14,102,-8,4,3
CCOc1ccc(C(=O)NCc2ccc3c(c2)OCO3)cc1,-11,106,-3,-1.5,-5,108,-1,4,19

These rows are one share of the data; count on the stated rates, not on these rows.
